TRPM1 prom inh: inhibitors of MITF-driven TRPM1 promoter in melanoma cells; SK-MEL-5 TRPM1 promoter luciferase, 24 h; inhibition, % at 12.5 µM; actives 0.83% (n = 330,000);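 active = mean inhibition across replicates of 60% or more, whatever share of single replicates reaches that level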; note: values of inactives mirror those of a sister screen read the other way
CF NFkB block: inhibitors of cystic fibrosis induced NF-kB; KKLEB NF-kB-GFP reporter, PAF-induced, GFP fluorescence overnight; inhibition, % at 5 µM; actives 0.86% (n = 360,000); AID 588850;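 active = at least 50% inhibition at 5 µM, scaled per plate between neutral and stimulator controls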;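 note: PAF is a Pseudomonas aeruginosa culture filtrate used as stimulus; plate controls were PAF-stimulated DMSO wells for no effect and unstimulated DMSO wells for full effect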
TWEAK-Fn14 inh: TWEAK-Fn14 signaling inhibition | TWEAK-stimulated Fn14 reporter cells, luciferase luminescence, 8 h | inhibition, % at 10 µM | actives 2% (n = 360,000) | AID 1159606; in the data active = inhibition above about 50%
NR2E3 ag-1: agonists of human NR2E3 nuclear receptor; actives 0.35% (n = 360,000); AID 602229; Q9Y5X4; inhibition of corepressor binding, % at 3.98 µM; CHO-S Gal4-NCOR/VP16-NR2E3 two-hybrid, luciferase;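 active = inhibition above the mean of all tested compounds plus 3 SD, cut at about 70% in these data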;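 note: 0% = DMSO with NR2E3 transfected cells and 100% = cells lacking NR2E3 construct; higher means lower luciferase signal from less NR2E3 corepressor binding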
Target sequence (Q9Y5X4 whole entry, looked up, the tested form may be a part): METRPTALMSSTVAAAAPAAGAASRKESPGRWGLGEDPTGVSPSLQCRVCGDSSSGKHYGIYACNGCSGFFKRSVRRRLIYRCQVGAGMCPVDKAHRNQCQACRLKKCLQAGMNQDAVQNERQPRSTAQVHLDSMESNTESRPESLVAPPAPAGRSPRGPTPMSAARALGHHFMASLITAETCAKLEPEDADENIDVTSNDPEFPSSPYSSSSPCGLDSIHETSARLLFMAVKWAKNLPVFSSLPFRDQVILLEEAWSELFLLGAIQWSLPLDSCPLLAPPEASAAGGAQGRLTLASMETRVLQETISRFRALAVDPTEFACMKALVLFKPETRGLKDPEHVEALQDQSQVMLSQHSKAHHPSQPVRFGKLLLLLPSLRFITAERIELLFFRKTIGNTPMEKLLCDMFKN
TROY signal inh: inhibitors of TROY-dependent NF-kB signaling | Q293 LMP1-TROYcd NF-kB luciferase reporter, 4 h | inhibition, % at 10 µM | actives 0.98% (n = 360,000);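 active = compounds whose plate-normalised and pattern-corrected inhibition of the luciferase reporter signal at the single screening dose is 50% or more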
Shn3 inh set2: Schnurri-3 reporter inhibition in Clone20 osteoblasts; inhibition, % at 12.5 µM; Clone20 osteoblast Shn3 3'UTR firefly luciferase, 24 h; actives 0.52% (n = 360,000);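 active = mean inhibition of at least 75% with every replicate also reaching 75%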;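 note: 0% = median of neutral control wells and 100% = pilot-screen positive control compound; some compounds past the cut are filed as inactive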
KKLEB cytotox: CF airway cell cytotoxicity counter-screen; activity change (cytotoxicity), % at 5 µM; KKLEB CF airway cells viability, ATPlite luminescence, overnight; hits give low values; cells stimulated with P. aeruginosa culture filtrate; actives 0.36% (n = 360,000); AID 602141;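 active = corrected activity change at or below -50% at 5 µM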
HIF-2a inh: inhibitors of HIF-2a. 786-0 RCC cells HIF-2a reporter, luciferase luminescence, overnight. inhibition, % at 18.8 µM. actives 0.72% (n = 360,000). AID 624352;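 active = inhibition of the luminescence signal of 40% or more relative to plate controls, in a single-dose primary screen at 18.75 µM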
NR2E3 ag-2: NR2E3 (human) agonism | AID 2300 | actives 0.12% (n = 320,000) | inhibition of corepressor binding, % at 4.78 µM | GST-NR2E3/biotin-RetCOR TR-FRET, 1536-well;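 active = percent inhibition above the cutoff of mean plus 3 SD of all tested compounds, set per screening campaign, cut at about 20% in these data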;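 note: 0% = DMSO wells and 100% = biotin wells as full block of FRET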
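Test system: GST-NR2E3 and biotin-RetCOR proteins | Quantity: 1.35 nM GST-tagged NR2E3 final | Medium: Tris pH 7.5 | Also added: 7 nM biotin-RetCOR | Dosing: Compound at 4.8 µM, single dose | Timing: 5 h at 4 °C | Detection: Time-resolved FRET | Read-out basis: Percent inhibition | Benchmarks: Biotin wells as high control, 0.6% DMSO wells as low control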
C8 TRAIL sens: sensitizes caspase-8 expressing cells to TRAIL; NB7+C8 cells + TRAIL, ATPlite viability luminescence; inhibition (viability loss, TRAIL sensitization), % at 10 µM; actives 1% (n = 360,000); AID 624354;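 active = compounds causing at least 50% loss of cell viability in the single-dose screen, relative to plate controls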
Peg3 promoter: inhibitors of Peg3 promoter; HeLa PEG-Prom luciferase reporter, luminescence, overnight; inhibition, % at 20 µM; actives 1.7% (n = 360,000); AID 588405;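 active = inhibition of at least 50% at 20 µM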
Active calls of the source: *; nt = not tested or not shown. These rows are one share of the data; the hit share may differ from the screen's.

SMILES	TRPM1 prom inh	CF NFkB block	TWEAK-Fn14 inh	NR2E3 ag-1	TROY signal inh	Shn3 inh set2	KKLEB cytotox	HIF-2a inh	NR2E3 ag-2	C8 TRAIL sens	Peg3 promoter
COc1ccc(-c2oc3c(c2C(=O)OCCCO)C(OCCO)CCC3)cc1 (stereo not drawn)	nt	nt	-11	1	8	nt	nt	8	nt	1	nt
COc1ccc2cc(S(=O)(=O)NCCCN3CCOCC3)ccc2c1	5	-8	15	7	-1	25	4	-5	-1	-15	-2
CCc1ccc(NC(=O)CCc2ccc(C)o2)cc1	-27	8	8	-46	3	3	1	-58	0	-6	-20
CCCCc1nc(C(N)=O)c2[nH]c(=O)n(-c3ccc(OC)c(OC)c3)c2n1	2	8	-9	-9	16	13	-11	18	0	-17	9
CCCCc1sc(-c2c(C#N)c(N)nc3c2CCCCC3)cc1[N+](=O)[O-]	12	12	10	-14	21	13	-20	32	2	-2	17
Cc1cc(C(=O)NNc2cc(Cl)ccc2Cl)no1	2	-20	9	32	0	9	-2	7	1	10	-1
COc1cc(C(=O)NCCNc2nc3c(C)cccc3cc2C#N)cc(OC)c1OC	nt	-3	15	-8	2	-22	3	-9	nt	16	-14
O=C(NC(NCc1ccccn1)(C(F)(F)F)C(F)(F)F)c1ccco1	-2	-4	-4	-9	-8	-15	4	-2	-2	-8	2
COc1ccc(OCCCC(=O)NCCc2nc3ccccc3[nH]2)cc1	12	1	13	2	-9	27	0	9	3	-4	12
Cc1ccc(C(=O)NCC(=O)OCCCn2c(=O)[nH]c3ccccc32)cc1C	nt	-4	0	-18	-6	7	1	11	nt	-11	-11
COc1cccc([C@@H]2CC=C(C(=O)O)[C@H](c3ccc(C)cc3)N2S(=O)(=O)c2ccc(C)cc2)c1	1	10	2	1	14	11	0	0	nt	-6	-6
Cc1ncc([N+](=O)[O-])n1CC(=O)Nc1cc(Cl)ccc1Cl	17	-11	0	16	5	21	8	26	-1	-13	7
CC[C@]12c3[nH]c4cc(-c5ccco5)ccc4c3CCN1C(=O)[C@@H](CC(=O)NCCN1CCOCC1)C[C@@H]2C(=O)N1CCN(C(=O)C2CC2)CC1	-1	-8	-2	-11	-19	-4	23	9	nt	6	0
O=C(NCCN1CCN(C(=O)c2cccs2)CC1)C(=O)Nc1ccc(Br)cc1	14	7	10	15	10	10	0	13	3	21	16
O=[N+]([O-])c1ccc2c(c1)C(=NO)c1cc(F)ccc1-2	1	-170	-27	-10	4	-24	-7	7	nt	8	19
COc1ccc(CNC(=O)C(NS(=O)(=O)c2cccc3nsnc23)C(C)C)cc1 (stereo not drawn)	-6	6	4	-14	6	-19	5	9	-2	-28	3
COc1ccc(CNC(=O)c2ccc(S(=O)(=O)N3CC(C)CC(C)C3)cc2)cc1OC (stereo not drawn)	-3	8	-3	32	20	14	4	4	nt	-1	9
Cc1ccc(S(=O)(=O)N2[C@@H](c3ccccc3)C(C(=O)O)=CC[C@H]2c2ccc(Cl)c(Cl)c2)cc1	3	-15	33	18	32	-28	29	23	1	-7	9
Cc1nc2ccccn2c1C(=O)N=Nc1c(O)[nH]c2ccccc12	-64	-26	-47	-42	-30	-36	-3	-123	-1	0	-89
CC1CCCCC12NC(=O)N(CC(=O)NC1CCCc3ccccc31)C2=O (stereo not drawn)	12	-2	8	9	4	2	-6	5	0	-9	16
CC(=O)N1CCN(CC(=O)NC(=O)Nc2ccc3c(c2)OCCO3)CC1	-4	-4	12	0	-20	-3	-19	0	1	13	-11
Cc1cc(C)c(NC(=O)NC2CCCCC2)c(C)c1	-3	9	8	7	6	-1	8	8	-1	-4	2
COc1ccc(N2CCN(C(C)C(=O)N3CCc4ccccc43)CC2)cc1 (stereo not drawn)	13	5	13	11	4	7	6	14	2	17	7
C=CCC1c2cccc(C(=O)O)c2C(=O)N1c1cccc(OC)c1 (stereo not drawn)	1	-8	-7	2	2	2	-3	11	4	-15	-5
Cc1cc(C)nc(SCCC(=O)Nc2cccc3ccccc23)n1	12	-3	-11	-8	1	-28	-4	13	3	-8	7

Next part.
SMILES	TRPM1 prom inh	CF NFkB block	TWEAK-Fn14 inh	NR2E3 ag-1	TROY signal inh	Shn3 inh set2	KKLEB cytotox	HIF-2a inh	NR2E3 ag-2	C8 TRAIL sens	Peg3 promoter
CCN(CC)CC(=O)Nc1cc(N(C)C)nc2ccccc12	-1	-21	-30	-17	-23	nt	6	12	2	6	2
COC(=O)[C@@H]1C[C@@]2(O)[C@H](O)[C@H](O)[C@H](O)C[C@H]2N1CC(c1ccccc1)c1ccccc1	-5	-21	14	-10	-3	6	29	17	2	-7	33
CCOc1ccc(C(=O)Nc2ccc(Cl)cn2)cc1Cl	-109	-19	-16	-50	-49	-90	22	-296	2	3	-329
OC(c1cccs1)(c1cccs1)C1C[N+]2(CF)CCC1CC2 (stereo not drawn)	10	14	10	-6	-6	2	-9	1	2	23	-1
CC1(C)CC(=O)C(Br)=C(O)C1	0	18	-7	21	-14	-17	-6	11	nt	-2	11
CCCCNC(=O)c1ccc2c(c1)N(CC)C(=O)c1ccccc1S2(=O)=O	1	1	10	9	12	-31	7	23	-7	-2	27
COc1ccc(C(=O)COC(=O)C2CCN(c3ccc(C(F)(F)F)cn3)CC2)c(OC)c1	-27	-5	-31	-23	-5	5	-8	-15	nt	15	-28
CC(=O)c1ccc(N2CCN(S(=O)(=O)c3ccc4c(c3)CC(=O)N4C)CC2)cc1	-13	-6	-15	-29	-28	6	-4	-27	-4	-7	-49
CCC(=O)Nc1cccc(NC(=O)CSc2nnc(-c3ccc(NS(C)(=O)=O)cc3)n2C)c1	2	-15	9	2	-4	-40	0	8	0	4	0
CCOC(=O)C(=NC(C)CC)NNc1cccc(C(F)(F)F)c1 (stereo not drawn)	-7	3	58*	0	0	-1	6	0	0	4	0
CCOC(=O)C1CCN(c2c(NCCN3CCN(c4ccccc4)CC3)c(=O)c2=O)CC1	-5	10	9	2	-14	-7	4	0	3	-12	19
O=C(COC(=O)/C=C/c1ccccc1Cl)NCCc1ccc(Cl)cc1Cl	-2	22	13	-18	13	9	-8	7	2	6	2
CCCCC(O)(CCCC)C(=O)NNc1ccccc1	-2	10	-23	7	-1	-17	-3	10	-1	0	2
O=C1Nc2ccccc2/C1=C/c1cccnc1	16	-2	-8	-9	-6	-4	4	14	2	-4	26
CN(CCNC(=O)C1CCN(c2ncnc3c2nc2n3CCCCC2)CC1)Cc1ccccc1	27	-18	-9	11	22	8	6	12	2	30	-5
Cc1ccccc1N1CCN(C2CCCN(C(=O)c3cn4cccc(C)c4n3)C2)CC1 (stereo not drawn)	12	-7	37	12	20	18	-6	6	nt	16	24
O=S(=O)(c1ccc(OCC(O)CN2CCN(c3ccccc3O)CC2)cc1)N1CCOCC1 (stereo not drawn)	0	-10	-4	1	20	24	1	0	1	0	17
COc1ccc(CCC(=O)N2CCN(S(=O)(=O)c3ccc(OC(F)(F)F)cc3)CC2)cc1	5	-2	6	8	3	-3	29	11	1	-3	11

By substructure: the compounds so far containing an aryl methoxy group.
SMILES	TRPM1 prom inh	CF NFkB block	TWEAK-Fn14 inh	NR2E3 ag-1	TROY signal inh	Shn3 inh set2	KKLEB cytotox	HIF-2a inh	NR2E3 ag-2	C8 TRAIL sens	Peg3 promoter
COc1ccc(-c2oc3c(c2C(=O)OCCCO)C(OCCO)CCC3)cc1 (stereo not drawn)	nt	nt	-11	1	8	nt	nt	8	nt	1	nt
COc1ccc2cc(S(=O)(=O)NCCCN3CCOCC3)ccc2c1	5	-8	15	7	-1	25	4	-5	-1	-15	-2
CCCCc1nc(C(N)=O)c2[nH]c(=O)n(-c3ccc(OC)c(OC)c3)c2n1	2	8	-9	-9	16	13	-11	18	0	-17	9
COc1cc(C(=O)NCCNc2nc3c(C)cccc3cc2C#N)cc(OC)c1OC	nt	-3	15	-8	2	-22	3	-9	nt	16	-14
COc1ccc(OCCCC(=O)NCCc2nc3ccccc3[nH]2)cc1	12	1	13	2	-9	27	0	9	3	-4	12
COc1cccc([C@@H]2CC=C(C(=O)O)[C@H](c3ccc(C)cc3)N2S(=O)(=O)c2ccc(C)cc2)c1	1	10	2	1	14	11	0	0	nt	-6	-6
COc1ccc(CNC(=O)C(NS(=O)(=O)c2cccc3nsnc23)C(C)C)cc1 (stereo not drawn)	-6	6	4	-14	6	-19	5	9	-2	-28	3
COc1ccc(CNC(=O)c2ccc(S(=O)(=O)N3CC(C)CC(C)C3)cc2)cc1OC (stereo not drawn)	-3	8	-3	32	20	14	4	4	nt	-1	9
COc1ccc(N2CCN(C(C)C(=O)N3CCc4ccccc43)CC2)cc1 (stereo not drawn)	13	5	13	11	4	7	6	14	2	17	7
C=CCC1c2cccc(C(=O)O)c2C(=O)N1c1cccc(OC)c1 (stereo not drawn)	1	-8	-7	2	2	2	-3	11	4	-15	-5
COc1ccc(C(=O)COC(=O)C2CCN(c3ccc(C(F)(F)F)cn3)CC2)c(OC)c1	-27	-5	-31	-23	-5	5	-8	-15	nt	15	-28
COc1ccc(CCC(=O)N2CCN(S(=O)(=O)c3ccc(OC(F)(F)F)cc3)CC2)cc1	5	-2	6	8	3	-3	29	11	1	-3	11
